APJ antagonist: antagonists of human APJ apelin receptor; CHO-K1 APJ beta-arrestin complementation, luminescence; inhibition, % at 20 µM; hit rate 0.32% among 330,000; AID 2521;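 active = inhibition above about 40% at 20 µM, limit read from the data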;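 also: cells challenged with 10 nM apelin-13 agonist together with compound; plate controls were apelin-13 plus DMSO wells for no effect and DMSO wells lacking apelin-13 for full effect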
Target sequence (P35414 whole entry, looked up): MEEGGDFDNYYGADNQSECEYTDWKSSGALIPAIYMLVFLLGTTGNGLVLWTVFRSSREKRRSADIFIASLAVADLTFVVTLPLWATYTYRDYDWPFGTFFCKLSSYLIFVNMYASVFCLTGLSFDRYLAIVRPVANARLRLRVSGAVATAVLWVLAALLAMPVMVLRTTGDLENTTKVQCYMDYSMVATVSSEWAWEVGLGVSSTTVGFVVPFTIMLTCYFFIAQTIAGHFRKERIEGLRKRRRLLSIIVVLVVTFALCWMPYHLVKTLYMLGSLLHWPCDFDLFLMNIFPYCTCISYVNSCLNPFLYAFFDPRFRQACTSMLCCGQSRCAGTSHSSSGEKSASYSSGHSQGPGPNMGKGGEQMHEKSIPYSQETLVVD
CXCR6 block: inhibitors of human CXCR6 receptor; CHO-K1 PathHunter CXCR6 beta-arrestin, luminescence; inhibition, % at 20 µM; hit rate 0.36% among 360,000; in the data active = inhibition above about 34%, passing the limit was not always enough;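 also: antagonist mode with CXCL16 agonist at 10 nM final; 0% = 10 nM CXCL16 with DMSO and 100% = unstimulated wells without agonist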
EBI2 antag: blocks human EBI2 receptor beta-arrestin signaling | P32249 | EBI2 beta-arrestin recruitment, luminescence, 7a,25-OHC stimulated | inhibition, % at 5 µM | hit rate 0.81% among 360,000 | AID 651636; in the data active = inhibition above about 38%;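 also: enzyme fragment complementation signal reports receptor beta-arrestin coupling in cells; 0% = agonist plus DMSO wells and 100% = wells without agonist; some results beyond the cut were filed as inactive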
697 NFkB inh: inhibitors of the PMA/ionomycin-induced NF-kB reporter in 697 B cells | 697 B-cell NF-kB luciferase reporter, 16 h | inhibition, % at 4 µM | hit rate 0.33% among 330,000; in the data active = inhibition above about 35%
Gli-Sufu antag: blocks Gli-Sufu signaling in a luciferase reporter | Sufu-KO-LIGHT fibroblasts, Gli luciferase reporter luminescence | inhibition, % at 5 µM | hit rate 0.74% among 340,000 | AID 588413;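 active = inhibition above about 55%, limit read from the data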;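 also: 0% = DMSO-treated cells and 100% = wells with medium but no cells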
CCR6 antag: CCR6 (human) receptor antagonism; P51684; CHO-K1 CCR6 PathHunter beta-arrestin, luminescence, CCL20-stimulated; inhibition, % at 20 µM; hit rate 0.49% among 340,000; AID 493098;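 active = compounds whose inhibition of the agonist-driven luminescence signal at 20 µM reaches about 50%, limit read from the data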;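 also: cells stimulated with CCL20 at 14 nM final; plate controls were DMSO with CCL20 for no effect and DMSO without agonist for full effect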
Target sequence (P51684 whole entry, looked up): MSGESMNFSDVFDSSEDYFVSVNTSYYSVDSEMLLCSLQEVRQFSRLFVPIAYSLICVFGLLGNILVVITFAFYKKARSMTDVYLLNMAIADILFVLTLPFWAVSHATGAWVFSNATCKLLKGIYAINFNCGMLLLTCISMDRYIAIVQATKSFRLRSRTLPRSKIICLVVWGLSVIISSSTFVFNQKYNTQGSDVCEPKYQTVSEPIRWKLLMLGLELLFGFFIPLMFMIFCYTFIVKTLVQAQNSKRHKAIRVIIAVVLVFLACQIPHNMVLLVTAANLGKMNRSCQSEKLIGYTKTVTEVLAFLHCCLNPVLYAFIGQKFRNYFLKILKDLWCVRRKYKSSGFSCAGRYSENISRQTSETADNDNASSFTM
Jurkat NFkB inh: inhibitors of the PMA/ionomycin-induced NF-kB reporter in Jurkat cells; PMA/ionomycin-induced NF-kB luciferase reporter, luminescence; hit rate 0.53% among 330,000; inhibition, % at 4 µM; in the data active = inhibition above about 50%
UBC13 inh: human UBC13 polyubiquitination inhibition; P61088; UBC13 polyubiquitin chain formation, TR-FRET; inhibition, % at 20 µM; hit rate 0.47% among 330,000; in the data active = inhibition above about 45%, passing the limit was not always enough
Target sequence (P61088 whole entry, looked up): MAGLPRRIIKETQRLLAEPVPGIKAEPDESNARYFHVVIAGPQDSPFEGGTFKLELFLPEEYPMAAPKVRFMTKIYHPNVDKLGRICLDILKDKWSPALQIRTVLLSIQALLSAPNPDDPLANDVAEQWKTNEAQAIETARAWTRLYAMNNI
* marks the source's active call; other numbers are inactive results; nt = not tested or not shown.

SMILES | APJ antagonist | CXCR6 block | EBI2 antag | 697 NFkB inh | Gli-Sufu antag | CCR6 antag | Jurkat NFkB inh | UBC13 inh
N#Cc1ccc(NC(=S)NC(=O)CCc2ccc(S(=O)(=O)N3CCOCC3)cc2)cc1 | 26 | 29 | 5 | -12 | -1 | 37 | 0 | 0
CC1CCC(NC(=O)c2nc(Cn3ccc([N+](=O)[O-])n3)no2)CC1 (stereo unspecified) | 4 | -1 | -6 | -9 | -12 | 7 | -7 | 3
CCN(CC)C(=O)C1CCCN(Cc2ccc(OC)c(C)c2)C1 (stereo unspecified) | 4 | 3 | -8 | 1 | -8 | -3 | 12 | 3
CC(C)(C)N=C(NS(=O)(=O)c1cccs1)c1ccccc1 | -7 | 8 | -1 | 13 | 2 | -2 | 0 | 2
CCc1nnc(NS(=O)(=O)c2ccc(NC(=O)c3cc4ccccc4oc3=O)cc2)s1 | -13 | nt | nt | 0 | nt | nt | 7 | -3
COc1ccccc1C(=O)Nc1ccnn1C1CCN(Cc2ccccc2OCCO)CC1 | 12 | 0 | -1 | 5 | 19 | 16 | 20 | -2
CCOC(=O)c1cnc(SCc2nc(N)nc(Nc3ccc(F)cc3)n2)nc1N | 1 | -18 | 2 | 4 | 13 | 5 | -2 | -3
CCOc1ccc(C(=O)OCn2nnc3ccccc3c2=O)cc1OC | 17 | 0 | -5 | 13 | 2 | 3 | -6 | -4
O=C(CCC(=O)NNC(=O)Nc1cccc(Cl)c1)NCc1ccccc1 | -3 | -1 | 4 | 8 | 0 | 1 | 1 | 13
O=C(C1=C[C@@H](C2CC2)C[C@@H](OCc2ccc(CO)cc2)O1)N1CCN(Cc2ccc3c(c2)OCO3)CC1 | 8 | 4 | 1 | -1 | 32 | 9 | 11 | 11
Cc1ccnc(NC(=O)CS(=O)(=O)c2ccccc2)c1 | -5 | 5 | -10 | 2 | -4 | 8 | -4 | -2
COc1ccc(Cl)cc1S(=O)(=O)N1CCCC(C(=O)NCc2ccccc2)C1 (stereo unspecified) | 9 | 2 | 8 | 5 | 3 | 14 | -17 | 5
Cc1nc2ccccn2c1P(=O)(N1CCCCC1)N1CCCCC1 | -10 | 2 | 6 | 2 | 6 | -8 | -17 | -6
COc1cccc(C2=NOC(C(=O)Nc3ccccc3SC)C2)c1 (stereo unspecified) | -5 | -9 | -11 | 8 | 1 | 8 | 2 | 6
COc1ccc(OC)c(CCNC(=O)c2nn(C)c3c2CS(=O)(=O)c2ccccc2-3)c1 | -2 | 3 | -2 | 18 | 6 | 9 | 8 | 0
Cc1c(CCC(=O)NCCCn2ccnc2)c(=O)oc2cc3occ(C(C)(C)C)c3cc12 | -16 | 2 | 4 | -35 | 10 | -4 | 11 | 30
O=C(O)c1ccccc1NS(=O)(=O)c1ccc2c(c1)OCCO2 | 8 | 6 | 5 | 10 | -4 | 8 | -1 | 2
O=C1c2ccc(Oc3ccc4c(c3)C(=O)N(CCCO)C4=O)cc2C(=O)N1CCCO | -18 | 3 | -17 | 12 | -2 | -8 | 8 | -5
CCOC(=O)C1=C(C)N(C)C(C)=C(C(=O)OCC)C1c1cccnc1 | -16 | -1 | -6 | 1 | 6 | -13 | -8 | -6
O=C(Nc1ccc(F)cc1)c1ccc2nc[nH]c2c1 | 1 | 0 | -17 | 16 | -22 | 3 | -26 | 1
CC(C)c1ccc(NC(=O)N2CCOCC2)cc1 | 5 | -9 | 8 | -35 | 60* | 11 | -51 | -2
O=C(NCc1ccc(Cl)cc1)c1cc(-c2ccco2)on1 | -8 | -4 | -4 | 6 | -16 | 3 | 4 | 22
CCn1cc(/C=N\NC(=O)Cc2ccc([N+](=O)[O-])cc2)c(C)n1 | -4 | 2 | 1 | -15 | 1 | 6 | 5 | 13
O=C1c2cccc(Cl)c2C(=O)c2c1cccc2N1CCCC1 | 4 | 10 | 4 | 6 | 9 | 39 | -6 | -108
COc1ccc(Cl)cc1NS(=O)(=O)c1cccc(C(=O)NCCCN2CCCC2=O)c1 | 5 | 2 | -2 | -5 | -14 | 7 | -26 | -2
Cc1ccc(Cn2ccc(NC(=O)c3cc(-c4cccc(Cl)c4)on3)n2)cc1 | 21 | -1 | 28 | 1 | 24 | 9 | 15 | 13
Cc1cc(Cl)ccc1NC(=O)CN1CCCC1 | 6 | 2 | 0 | 8 | 0 | -2 | -6 | 2
O=C(NCc1cc(C(F)(F)F)ccc1Cl)c1cccc2c1C(=O)c1ccc(Cl)cc1S2(=O)=O | -28 | nt | nt | 10 | nt | nt | 17 | 4
CCOc1cc(C(C(=O)NCC2CCCO2)N(C(=O)Cn2nnc3ccccc32)c2ccc(NC(C)=O)cc2)ccc1O (stereo unspecified) | -2 | 6 | -10 | 22 | -17 | 7 | 13 | 0
CN1CCN(c2ccccc2NC(=O)c2sc3ccccc3c2Cl)CC1 | 14 | 2 | -2 | -2 | 8 | -5 | -27 | 9

3 of the entries above in order of the EBI2 antag value, low to high.
SMILES	APJ antagonist	CXCR6 block	EBI2 antag	697 NFkB inh	CCR6 antag	Jurkat NFkB inh	UBC13 inh
COc1cccc(C2=NOC(C(=O)Nc3ccccc3SC)C2)c1 (stereo unspecified)	-5	-9	-11	8	8	2	6
O=C(NCc1ccc(Cl)cc1)c1cc(-c2ccco2)on1	-8	-4	-4	6	3	4	22
COc1ccc(Cl)cc1NS(=O)(=O)c1cccc(C(=O)NCCCN2CCCC2=O)c1	5	2	-2	-5	7	-26	-2

More records follow:
SMILES | APJ antagonist | CXCR6 block | EBI2 antag | 697 NFkB inh | Gli-Sufu antag | CCR6 antag | Jurkat NFkB inh | UBC13 inh
CCOC(=O)c1ccc(NC(=O)c2nc[nH]c2C(=O)N[C@@H](CC(C)C)C(=O)OC(C)(C)C)cc1 | -14 | -8 | -12 | -14 | 6 | 9 | 10 | -6
CCNC(=O)NC(=O)C(C)OC(=O)C1CCN(S(=O)(=O)c2ccc(C)c(C)c2)CC1 (stereo unspecified) | 16 | 4 | -10 | -10 | -4 | 5 | 6 | -5
Nc1nc(SCc2ccccc2)c2ncn(C3OC(CO)C(O)C3O)c2n1 (stereo unspecified) | nt | -1 | 1 | nt | -4 | 0 | nt | nt
CN(C)S(=O)(=O)c1cccc(NC(=O)COC(=O)c2cccc(S(=O)(=O)N3CCc4ccccc4C3)c2)c1 | -8 | 5 | -6 | -2 | -8 | 10 | 4 | 2
CC(C)CNC(=S)N1CCN(c2nc3ccccc3s2)CC1 | 7 | -8 | 2 | -9 | 11 | -12 | 5 | 0
CCN(CC)S(=O)(=O)c1ccc(N2CCOCC2)c(NC(=O)Cc2cccc3ccccc23)c1 | -8 | 6 | 6 | 2 | 7 | 8 | 21 | -3
COc1ccc(CNC(=O)CN2CCN(c3cccc(C)c3C)CC2)cc1 | -17 | 1 | -5 | -22 | 26 | 20 | -30 | 2
O=C(Nc1ccc(Br)cc1)c1ccc(F)c(S(=O)(=O)NCc2cccs2)c1 | -11 | 6 | 1 | -16 | 51 | 18 | 34 | 0
COc1cccc(/C=N/n2c(C3CCCCC3)n[nH]c2=S)c1 | 18 | 5 | -5 | -3 | 0 | 21 | 14 | 1
CC(=O)c1c(O)ccc2c(-c3ccccc3)cc(=O)oc12 | -1 | -7 | -16 | 21 | -13 | 5 | 4 | 33
O=C(Nc1cccc2ccccc12)c1ccc(Br)o1 | nt | -4 | 9 | nt | 26 | 11 | nt | nt
CCc1nnc(NC(=O)CSc2nccn2-c2cccc(C)c2C)s1 | 1 | 1 | -5 | -23 | 5 | 17 | 9 | -8
CCCN(CC(=O)Nc1ccc(Cl)cc1Cl)C(=O)c1ccc(=O)[nH]c1 | 0 | -1 | -3 | 10 | -4 | 0 | 5 | 13
CN1C(=O)C(C)(C)c2cc(S(=O)(=O)NCc3ccc(C(=O)NCc4ccco4)cc3)ccc21 | 4 | -5 | 5 | 5 | 11 | 3 | 12 | 2
CCCNC(=O)CSc1nnc(C)s1 | -3 | 2 | -9 | 11 | -15 | -13 | 9 | 7
CCOc1ccc2nc(NCCO)[nH]c2c1 | -17 | 10 | -4 | -7 | 1 | 0 | -20 | -5
Cc1cc(NC(=O)COC(=O)CCC(=O)c2ccc(F)cc2)no1 | 13 | -9 | -3 | 15 | 5 | 6 | 14 | 1
Cc1ccccc1-c1noc(-c2ccc(Cl)cc2)n1 | 17 | -15 | 8 | -86 | -121 | -10 | -106 | 2
COc1ccc2nnc(-c3ccc(C(F)(F)F)cc3)n2n1 | -26 | -3 | 6 | 20 | -10 | -9 | 11 | 8
COc1cc(NCCCC(C)N)c2ncccc2c1 (stereo unspecified) | nt | -9 | -18 | nt | 26 | 8 | nt | nt
O=C(N/N=C/c1cn(-c2ccccc2)nc1-c1cccnc1)c1ccc(F)cc1 | 5 | 10 | 17 | 6 | 19 | 26 | -7 | -17
CN(CC(=O)N1CCc2ccccc2C1)S(=O)(=O)c1ccc2c(c1)c(=O)n(C)c(=O)n2C | 3 | 0 | 2 | 1 | -2 | 13 | 7 | 1
O=C(NCC(O)CO)c1csc(Nc2cccc3ccccc23)n1 (stereo unspecified) | 5 | -8 | -3 | 15 | 29 | 8 | 16 | -4
O=C(Nc1ccc(S(=O)(=O)N2CCCCC2)cc1)C1CCN(C(=O)c2ccco2)CC1 | 20 | -6 | 0 | 10 | 10 | -12 | 26 | 8
Cc1noc(NS(=O)(=O)c2ccc(N3C(=O)c4ccccc4C3=O)cc2)c1C | 4 | -4 | -3 | 4 | 3 | 16 | -1 | 4
C/C(=C\c1ccccc1)CN1CCN(c2cccc(Cl)c2)CC1 | -7 | -10 | 6 | 3 | 1 | 7 | -2 | 4
Cc1ccc(CNC(=O)c2cc(=O)c3cc(C)ccc3o2)cc1 | 12 | -5 | 13 | 5 | 12 | -2 | -5 | -2
Cn1c2ccc(F)cc2c2nnc(SCCN3CCCCC3)nc21 | -3 | 15 | 2 | -3 | 6 | 19 | -19 | -11
C=CCOc1nc2c(c(=O)n(C)c(=O)n2C)n1Cc1ccc(Cl)cc1 | -25 | 2 | -6 | -84 | 72* | 11 | 23 | -7
CC1(NC(=S)NCCO)CCS(=O)(=O)C1 (stereo unspecified) | 0 | 2 | -10 | 18 | -3 | -10 | -6 | 6

A run of entries from the list above, as a working copy:
SMILES | APJ antagonist | CXCR6 block | EBI2 antag | 697 NFkB inh | Gli-Sufu antag | CCR6 antag | Jurkat NFkB inh | UBC13 inh
Cc1noc(NS(=O)(=O)c2ccc(N3C(=O)c4ccccc4C3=O)cc2)c1C | 4 | -4 | -3 | 4 | 3 | 16 | -1 | 4
C/C(=C\c1ccccc1)CN1CCN(c2cccc(Cl)c2)CC1 | -7 | -10 | 6 | 3 | 1 | 7 | -2 | 4
Cc1ccc(CNC(=O)c2cc(=O)c3cc(C)ccc3o2)cc1 | 12 | -5 | 13 | 5 | 12 | -2 | -5 | -2
Cn1c2ccc(F)cc2c2nnc(SCCN3CCCCC3)nc21 | -3 | 15 | 2 | -3 | 6 | 19 | -19 | -11
C=CCOc1nc2c(c(=O)n(C)c(=O)n2C)n1Cc1ccc(Cl)cc1 | -25 | 2 | -6 | -84 | 72* | 11 | 23 | -7
CC1(NC(=S)NCCO)CCS(=O)(=O)C1 (stereo unspecified) | 0 | 2 | -10 | 18 | -3 | -10 | -6 | 6
